mIAP block – mouse IAP inhibition. purified mouse IAP, CDP-Star luminescence, 30 min. inhibition, % at 10 µM. 0.2% of 330,000 active. AID 2806;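 active means inhibition of at least 40% at 10 µM in the primary screen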;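 further: plate controls were DMSO with enzyme for no effect and no enzyme wells for full effect; values of inactives mirror those of a sister screen read the other way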
ATG4B inhibitor – inhibitors of human ATG4B cysteine protease. ATG4B cleavage of LC3-PLA2, NBD-HPC fluorescence, 1 h. inhibition, % at 8.33 µM. 0.51% of 340,000 active. AID 504462. Q9Y4P1; in the data active means inhibition above about 40%
hIAP inh – human IAP inhibition; 0.12% of 330,000 active; P09923; purified IAP, CDP-Star luminescence, 30 min; inhibition, % at 10 µM;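 active means inhibition reaching a set limit with compound at 10 µM in the primary screen, cut at about 35% in these data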;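 further: plate controls were DMSO wells with enzyme for no effect and no-enzyme buffer wells for full effect; values of inactives mirror those of a sister screen read the other way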
tim10-1 inh – growth inhibitors of tim10-1 mutant yeast; 2.2% of 330,000 active; S. cerevisiae tim10-1 ts strain growth, BacTiter-Glo, 24 h; inhibition, % at 20 µM;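 active means inhibition of at least 40%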;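 further: mutant grown at 25 °C; 0% = DMSO wells with yeast and 100% = wells holding no yeast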
mIAP activ – mouse IAP activation. muIAP, CDP-Star luminescence, 30 min; active compounds read high; 1 = vehicle-only enzyme signal, 0 = enzyme-free wells. activation factor at 10 µM. 0.24% of 330,000 active;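 active means activation factor of at least 2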; further: the source names both 10 and 20 µM as test concentration; values of inactives mirror those of a sister screen read the other way
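System: Mouse IAP enzyme | Also added: CDP-Star substrate | Dosing: Compounds dispensed in DMSO | Schedule: 30 min enzyme-substrate-compound incubation at room temperature | Technique: Chemiluminescence readout | Control set: DMSO-only wells and no-enzyme negative control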
Apaf-1 inh – human Apaf-1 inhibition; AID 489030; reconstituted apoptosome caspase-3 activity, DEVD-Rh110 fluorescence; 0.71% of 330,000 active; inhibition, % at 20 µM; active means inhibition of at least 40% at 20 µM;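 further: plate controls were DMSO wells for no effect and DEVD-CHO caspase inhibitor wells for full effect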
Target sequence (O14727 whole entry, looked up): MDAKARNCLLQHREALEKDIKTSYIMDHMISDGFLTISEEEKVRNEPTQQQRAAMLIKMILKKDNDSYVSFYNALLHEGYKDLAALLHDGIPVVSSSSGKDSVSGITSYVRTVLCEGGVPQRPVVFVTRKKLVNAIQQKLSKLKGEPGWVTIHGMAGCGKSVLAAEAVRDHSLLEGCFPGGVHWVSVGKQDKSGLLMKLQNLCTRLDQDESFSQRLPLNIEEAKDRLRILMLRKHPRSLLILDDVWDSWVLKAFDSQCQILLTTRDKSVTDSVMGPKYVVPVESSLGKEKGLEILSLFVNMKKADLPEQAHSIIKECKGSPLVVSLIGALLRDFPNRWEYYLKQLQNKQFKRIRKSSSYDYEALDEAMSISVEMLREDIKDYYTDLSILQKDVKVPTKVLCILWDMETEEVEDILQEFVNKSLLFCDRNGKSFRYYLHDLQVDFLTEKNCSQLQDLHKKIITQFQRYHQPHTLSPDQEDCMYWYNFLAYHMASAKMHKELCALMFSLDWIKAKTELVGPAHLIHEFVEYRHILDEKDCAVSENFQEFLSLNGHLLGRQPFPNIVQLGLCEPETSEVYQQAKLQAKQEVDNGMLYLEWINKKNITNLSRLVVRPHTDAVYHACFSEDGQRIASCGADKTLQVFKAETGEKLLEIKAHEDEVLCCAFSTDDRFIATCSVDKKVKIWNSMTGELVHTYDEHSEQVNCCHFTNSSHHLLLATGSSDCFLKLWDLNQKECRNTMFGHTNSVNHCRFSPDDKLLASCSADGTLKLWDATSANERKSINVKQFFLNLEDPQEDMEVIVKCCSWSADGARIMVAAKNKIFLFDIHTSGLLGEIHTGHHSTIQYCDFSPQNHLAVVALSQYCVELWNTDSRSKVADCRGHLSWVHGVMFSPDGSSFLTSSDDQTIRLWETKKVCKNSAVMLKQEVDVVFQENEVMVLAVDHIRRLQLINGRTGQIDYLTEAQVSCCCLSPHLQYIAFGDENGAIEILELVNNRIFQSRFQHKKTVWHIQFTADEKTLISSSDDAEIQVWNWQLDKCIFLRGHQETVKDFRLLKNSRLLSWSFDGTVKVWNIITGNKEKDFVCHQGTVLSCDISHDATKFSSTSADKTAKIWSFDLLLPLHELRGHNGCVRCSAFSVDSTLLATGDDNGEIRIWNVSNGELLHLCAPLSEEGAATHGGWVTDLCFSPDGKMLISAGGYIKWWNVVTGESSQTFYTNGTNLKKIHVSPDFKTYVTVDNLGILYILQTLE
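detection = Rh110 fluorescence intensity | test system = biochemical Apaf-1 apoptosome reconstitution | also added = cytochrome c and DEVD-Rh110 substrate | schedule = 30 min plus 50 min, RT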
hIAP activ – human IAP activation | 0.16% of 330,000 active | purified human IAP, CDP-Star luminescence, 30 min; active compounds read high; 1 = vehicle-only enzyme, 0 = enzyme-free background | P09923 | activation factor at 10 µM;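 active means activation factor of the enzyme at least 2-fold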; further: the source names both 10 and 20 µM as test concentration; values of inactives mirror those of a sister screen read the other way
NLRP3 yeast inh – inhibitors of NALP3 inflammasome in yeast | Yeast reconstituted NLRP3/ASC/caspase-1, beta-gal luminescence, 24 h | inhibition, % at 10 µM | 0.39% of 330,000 active | AID 2825;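 active means inhibition of 50% or more; inactive means inhibition below 50%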;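 further: plate controls were induced DMSO wells for no effect and uninduced yeast grown without galactose for full effect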
TIM10 inh – inhibits growth of TIM10 yeast strain; inhibition, % at 10 µM; AID 463195; S. cerevisiae TIM10 strain growth, BacTiter-Glo luminescence, 24 h; 1.4% of 330,000 active;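 active means inhibition of 40% or more at the single tested concentration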;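 further: wild-type TIM10 isogenic control strain grown at permissive 25 °C; 0% = DMSO yeast wells and 100% = minimal medium wells without yeast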
An asterisk follows results filed as active; · = no result given.

SMILES | mIAP block | ATG4B inhibitor | hIAP inh | tim10-1 inh | mIAP activ | Apaf-1 inh | hIAP activ | NLRP3 yeast inh | TIM10 inh
COc1ccc(Cl)cc1NC(=O)C(=O)NC1CCCCCC1 | 9 | 1 | -3 | 19 | 0.91 | 10 | 1 | 31 | 13
Cc1ccc(C)c(-n2ccnc2SCC(N)=O)c1 | -4 | -3 | 3 | 1 | 1 | -10 | 0.97 | -9 | 3
Cc1cc(OC(=O)c2ccccc2C(F)(F)F)c([N+](=O)[O-])c(=O)[nH]1 | -6 | 9 | 6 | -19 | 1.1 | 1 | 0.94 | 13 | -2
Cc1ccc2c(c1)C1CN(C)CCC1N2C(=O)COc1ccc(N(C)C(=O)c2ccccc2)cc1 (centres undefined) | -2 | -4 | -92 | -5 | 1 | 4 | 1.9 | 10 | 17
Cc1cc(NC(=O)CSCc2nc(-c3cccc(F)c3)oc2C)no1 | -9 | -1 | -11 | 27 | 1.1 | 4 | 1.1 | 18 | -8
CCn1nc(C)c(/C=N/NC(=O)Cn2nccc2C)c1C | -1 | 1 | 1 | 20 | 1 | -1 | 0.99 | 5 | -20
COc1ccc(NC(=O)c2cccnn2)cc1 | 5 | -8 | -7 | 22 | 0.95 | 2 | 1.1 | 15 | -5
O=C(c1ccc([N+](=O)[O-])c(CS(=O)(=O)c2ccc(Cl)cc2)c1)N1CCCC1 | 4 | -6 | 16 | 6 | 0.96 | 6 | 0.84 | -1 | 15
CC(=O)c1ccc(NC(=O)c2ccc(C)c(Br)c2)cc1 | 9 | -18 | 19 | 24 | 0.91 | 8 | 0.81 | 26 | 19
NS(=O)(=O)c1ccc(CCNC(=O)CCCn2c(SCC(=O)N3CCCC3)nc3ccsc3c2=O)cc1 | 2 | -4 | 14 | 1 | 0.97 | -2 | 0.86 | 5 | -4
CN(c1nnc(N)s1)C1CCCCC1 | -11 | 1 | -12 | -13 | 1.1 | 1 | 1.1 | 13 | 23
O=C(NNC(=O)C1CCN(Cc2ccc(F)cc2Cl)CC1)Nc1ccc([N+](=O)[O-])cc1 | -1 | -7 | -16 | 7 | 1 | -9 | 1.2 | 23 | 9
CC(=O)c1ccc(-n2nnnc2SCC(=O)NNC(=O)c2ccco2)cc1 | 4 | -7 | -5 | -3 | 0.96 | -18 | 1.1 | 14 | -13
CCCCNC(=O)c1sc(=S)n2c1[nH]c(=O)c1ccc(C(=O)NCCc3ccc(OC)c(OC)c3)cc12 | 14 | -9 | 22 | 11 | 0.86 | 7 | 0.78 | 12 | -5
CCc1ccc(NC(=O)C(=O)NNC(=O)c2ccc(OC)cc2)cc1 | 2 | 9 | -51 | -67 | 0.98 | 8 | 1.5 | 13 | 9
O=[N+]([O-])c1ccc2nc(SCc3cn4cccnc4n3)[nH]c2c1 | 2 | 8 | -20 | -15 | 0.98 | -1 | 1.2 | 0 | -2
Cn1c(=O)c2c(nc(CN3CCCCC3)n2CCc2ccccc2)n(C)c1=O | -5 | -3 | 13 | 19 | 1 | -2 | 0.87 | 13 | 5
CN(C(=O)COC(=O)C1COc2ccccc2O1)C1(C#N)CCCCC1 (centres undefined) | -8 | -21 | 8 | -3 | 1.1 | 5 | 0.92 | 11 | 9
COC(=O)c1[nH]c(C)c(/C(O)=C2\C(=O)C(=O)N(CCN3CCOCC3)C2c2ccco2)c1C (centres undefined) | 3 | 2 | 0 | -13 | 0.97 | -17 | 1 | 2 | -1
c1ccc2c(c1)nc(NCc1ccc3c(c1)OCO3)n2CCN1CCOCC1 | 13 | -13 | 2 | 13 | 0.87 | -9 | 0.98 | 11 | -2
COc1ccccc1C(=O)Nc1ccnn1C1CCN(C(=O)c2cnsn2)CC1 | -5 | -3 | -10 | -10 | 1.1 | -5 | 1.1 | 5 | -10
CCOC(=O)N1CCN(S(=O)(=O)N2CCCC(C(=O)NCc3ccc(F)cc3)C2)CC1 (centres undefined) | 0 | -2 | -19 | 23 | 1 | -11 | 1.2 | 9 | 4
c1ccc(CSc2ccc(-c3cccnc3)nn2)cc1 | 4 | 3 | 1 | 3 | 0.95 | -12 | 0.99 | 20 | 15
CN(C)/N=C/C=C1\CCC/C(=C/c2cccs2)C1=O | 18 | 6 | 12 | -5 | 0.82 | 2 | 0.88 | 3 | 26
COc1cc(/C=N/n2c(-c3cc(C)[nH]n3)n[nH]c2=S)ccc1O | 7 | 18 | 11 | 1 | 0.93 | -20 | 0.89 | -2 | 6
CC1CCCCC1NC(=O)C1CCCN1S(=O)(=O)c1cccc2nsnc12 (centres undefined) | 1 | 0 | 0 | 18 | 0.99 | 7 | 1 | 13 | 3
Cc1ccc2c(c1)COc1c3ccc(C(=O)O)cc3nn1-2 | -3 | 4 | -5 | -7 | 1 | 1 | 1.1 | -4 | 2
Cc1cccc(Cn2c(C(C)O)nc3ccccc32)c1 (centres undefined) | -2 | -7 | 1 | 22 | 1 | 5 | 0.99 | 5 | -4
O=C(CSc1nc2ccccc2[nH]1)Nc1ccc(N2CCOCC2)cc1 | 6 | -6 | -20 | 1 | 0.94 | -12 | 1.2 | 20 | 2
CCOc1ccc(-c2nc(C#N)c(N3CCN(C)CC3)o2)cc1 | -13 | -4 | -13 | 17 | 1.1 | -12 | 1.1 | 27 | -2

A different layout for some results above.
Cc1cccc(Cn2c(C(C)O)nc3ccccc32)c1 (centres undefined)
  mIAP block: -2; ATG4B inhibitor: -7; hIAP inh: 1; tim10-1 inh: 22; mIAP activ: 1; Apaf-1 inh: 5; hIAP activ: 0.99; NLRP3 yeast inh: 5; TIM10 inh: -4

c1ccc(CSc2ccc(-c3cccnc3)nn2)cc1
  mIAP block: 4; ATG4B inhibitor: 3; hIAP inh: 1; tim10-1 inh: 3; mIAP activ: 0.95; Apaf-1 inh: -12; hIAP activ: 0.99; NLRP3 yeast inh: 20; TIM10 inh: 15

CN(C)/N=C/C=C1\CCC/C(=C/c2cccs2)C1=O
  mIAP block: 18; ATG4B inhibitor: 6; hIAP inh: 12; tim10-1 inh: -5; mIAP activ: 0.82; Apaf-1 inh: 2; hIAP activ: 0.88; NLRP3 yeast inh: 3; TIM10 inh: 26

Cc1ccc2c(c1)COc1c3ccc(C(=O)O)cc3nn1-2
  mIAP block: -3; ATG4B inhibitor: 4; hIAP inh: -5; tim10-1 inh: -7; mIAP activ: 1; Apaf-1 inh: 1; hIAP activ: 1.1; NLRP3 yeast inh: -4; TIM10 inh: 2

(list continues)
SMILES | mIAP block | ATG4B inhibitor | hIAP inh | tim10-1 inh | mIAP activ | Apaf-1 inh | hIAP activ | NLRP3 yeast inh | TIM10 inh
CCCC(=O)N/C(N)=N/c1nc(C)c2cc(C)ccc2n1 | -5 | -1 | -6 | 28 | 1 | -10 | 1.1 | 6 | 26
Cc1ccc(NC(=O)c2ccc3c(c2)OCO3)cc1S(=O)(=O)N1CCOCC1 | -5 | 0 | -18 | 14 | 1.1 | 10 | 1.2 | 31 | 11
CCc1ccc2[nH]c(=O)c(C(c3nnnn3CCOC)N3CCN(c4ccc(F)cc4)CC3)cc2c1 (centres undefined) | 5 | -6 | -3 | 2 | 0.95 | 9 | 1 | 26 | 4
COC(=O)c1[nH]c2ccccc2c1NC(=O)Oc1ccccc1 | -4 | 2 | -19 | 2 | 1 | 7 | 1.2 | 10 | -7
COc1ccccc1CNC(=O)C1CCN(S(=O)(=O)c2ccc(N3CCCC3=O)cc2)CC1 | -6 | 1 | -21 | -9 | 1.1 | 1 | 1.2 | 5 | 4
COc1ccc(S(=O)(=O)N2CCCC2CNC(=O)C(=O)NCc2ccc(C)cc2)cc1 (centres undefined) | 5 | -2 | 11 | 15 | 0.95 | 9 | 0.89 | 16 | 5
O=C(CN1C(=O)C2CCCCC2C1=O)OCc1nnc(-c2ccccc2)o1 (centres undefined) | -1 | -4 | -4 | 1 | 1 | 3 | 1 | 18 | 3
CC(=O)OC1OCCOC1NC(=S)Nc1cccc(C(F)(F)F)c1 (centres undefined) | -2 | -1 | -9 | 3 | 1 | -1 | 1.1 | 10 | 3
CC(=O)c1ccc(O)c(CSC2=NCCS2)c1 | -4 | 0 | 5 | 1 | 1 | -9 | 0.95 | -5 | 8
COC(=O)c1cc(S(=O)(=O)N2CCC(c3cc(OC)ccc3OC)C2)c[nH]1 (centres undefined) | -9 | 0 | -5 | 20 | 1.1 | 3 | 1 | 4 | 15
CC1(C)CC(=O)C2=C(C1)N(c1ccccc1)C(N)=C(C#N)C2c1ccsc1 (centres undefined) | -1 | 5 | 4 | 25 | 1 | 8 | 0.96 | -13 | 7
CN(Cc1ccco1)C(=O)c1c[nH]c2ccc(S(=O)(=O)Nc3ccc4c(c3)OCCO4)cc2c1=O | 5 | -3 | 11 | -1 | 0.95 | -4 | 0.89 | -4 | 2
CCOc1ccc(S(=O)(=O)N2CCCC(C(=O)Nc3cc(C)cc(C)c3)C2)cc1 (centres undefined) | -30 | 0 | 5 | 5 | 1.3 | 21 | 0.95 | 18 | 25
COc1ccc(CN(C)CC(=O)Nc2ccccc2C(=O)NC2CC2)cc1 | -9 | -13 | 5 | 3 | 1.1 | -5 | 0.95 | 10 | 1
O=C(Nc1nc2cc(Cl)ccc2s1)C1CCCN(S(=O)(=O)c2cccc3cccnc23)C1 (centres undefined) | 5 | -18 | -12 | 11 | 0.95 | 27 | 1.1 | 20 | 11
Cc1cc(O)cc(=O)n1Cc1ccco1 | -5 | -4 | 3 | 9 | 1.1 | -7 | 0.97 | 1 | -19
CSc1ccc(S(=O)(=O)N2CCC(C(=O)NCc3ccco3)CC2)cc1 | -10 | -4 | 3 | 25 | 1.1 | 5 | 0.97 | 18 | -4
CC1(C)CC(NC(=O)c2cc(S(=O)(=O)N3CCOCC3)ccc2Cl)CC(C)(C)N1 | -11 | 5 | 11 | -12 | 1.1 | -1 | 0.89 | 14 | -10
CCc1ccc(C2=NN(CCC(=O)NC3CC3)C(=O)CC2)cc1 | -8 | · | -2 | 11 | 1.1 | -1 | 1 | -1 | 2
CCC(=O)N(Cc1cc2ccccc2[nH]c1=O)C(C)C | 7 | 9 | -18 | 6 | 0.93 | 2 | 1.2 | 0 | -17
Cc1cccc(NC(=O)CSc2ncnc3nc[nH]c23)c1 | 9 | 3 | -17 | -3 | 0.91 | -8 | 1.2 | 14 | -1
COc1ccc(-c2csc3nc(-c4ccccc4F)oc(=O)c23)cc1OC | 8 | 1 | 9 | 35 | 0.92 | 15 | 0.91 | 12 | 13
CC(C)CCNc1cc(=O)n(C)c(=O)n1C | 6 | -10 | -14 | -5 | 0.94 | -7 | 1.1 | -7 | 0
CO/N=C/c1ccc(Sc2ccccc2N)c([N+](=O)[O-])c1 | -4 | -3 | -4 | 49* | 1 | 18 | 1 | 2 | 44*
O=C(CSc1n[nH]c(-c2cccs2)n1)N1CCCCC1 | 5 | -8 | 0 | 6 | 0.95 | -2 | 0.99 | 17 | 5
CC(C)n1nccc1NS(=O)(=O)c1ccccc1 | 7 | 9 | 22 | 1 | 0.93 | -8 | 0.78 | 16 | 3
CSCCC(N=C1NS(=O)(=O)c2ccccc21)C(=O)NCc1ccccc1F (centres undefined) | -1 | -5 | -8 | 7 | 1 | -10 | 1.1 | 9 | 3
Nc1nc(-c2cccs2)c(NC(=O)c2ccccc2)s1 | 36 | 2 | 2 | 10 | 0.64 | 3 | 0.98 | 12 | 16
Cc1oc(-c2ccccc2)[n+]([O-])c1C | 2 | -13 | -8 | 10 | 0.98 | -2 | 1.1 | 5 | 7
N/C(=N\OC(=O)CCC1CCCCC1)c1ccccn1 | -7 | -2 | 4 | 48* | 1.1 | 6 | 0.96 | -5 | 28
COc1ccc(S(N)(=O)=O)cc1C(=O)OCC(=O)Nc1ncc(Cl)c(C)c1Cl | -1 | -4 | -10 | -4 | 1 | 5 | 1.1 | 19 | 4
Cc1ccc(C)c(N2CCN(C(=O)Cc3ccc(-n4c(=O)[nH]c5ccsc5c4=O)cc3)CC2)c1 | -13 | -6 | -14 | 6 | 1.1 | 15 | 1.1 | 0 | 10

Assay outcomes from PubChem.
